All columns: NCI-60 one-dose screen, growth in % after 48 h at 10 µM unless noted; 100 = growth as untreated, 0 = no growth, -100 = all killed.
OVCAR-8: OVCAR-8 ovarian cancer | 81,000 tested, 4.4% active
SF-268: SF-268 CNS cancer cells; 82,000 tested, 3.1% active
DU-145: DU-145 prostate cancer. AID 1794760. 81,000 tested, 4.2% active
SNB-19: SNB-19 CNS cancer cells | 81,000 tested, 2.5% active
SF-295: SF-295 CNS cancer cells; 79,000 tested, 5.6% active; AID 1794758
PC-3: PC-3 prostate cancer cells. 80,000 tested, 3.9% active. AID 1794754
OVCAR-3: OVCAR-3 ovarian cancer. 79,000 tested, 7% active. AID 1794787
SF-539: SF-539 CNS cancer | 81,000 tested, 6.8% active
U251: U251 CNS tumor cells | 80,000 tested, 5.4% active | AID 1794753
An asterisk follows results filed as active; · = no result given; & = joins results of further samples; ! = not confirmed by another sample. How the source made its calls: active means growth percent below 10; inactive means the rest. Random draw from the library; overall some 10% were active at least once.

SMILES | OVCAR-8 | SF-268 | DU-145 | SNB-19 | SF-295 | PC-3 | OVCAR-3 | SF-539 | U251
C#CCOc1cc(N(CC)CC)ccc1C(C(=O)NC(C)(C)C)N(C(=O)C1CCc2cc(F)ccc2O1)c1ccc(F)cc1F (configuration not stated) | 44 | 51 | 50 | 40 | 33 | 15 | 33 | 56 | 27
COCCOC(=O)NC(=O)Nc1ccc(/C(=N/O)c2ccc(Cl)cc2)cc1 | 4.1* | 43 | 4.9* | 31 | -8.8* | 26 | 0.8* | 1.6* | 18
COc1ccc2c(c1)c(-c1noc(-c3cn(C)c4ncc(Br)cc34)n1)cn2C | 101 | 94 | 97 | 111 | 99 | 91 | 107 | 101 | 105
CC1O[C@@H]2C[C@@](O)([C@H]1O)n1c3ccccc3c3c4c(c5c6ccccc6n2c5c31)C(=O)NC4=O (some centres not stated) | 63 | 50 | 58 | 35 | 19 | 41 | 55 | 33 | 25
NC(=O)C(c1ccccc1)c1ccccc1 | 94 | 98 | 110 | 103 | 101 | 93 | 107 | 104 | 94
COC(=O)c1cc(Cl)c(C(=O)OC)cc1Cl | 96 | 104 | 114 | 95 | 98 | 89 | 112 | 101 | 98
C=CCC(=O)N[C@H](/C=C/C(=O)OCC)Cc1ccc(-c2cc(Cl)cc(Cl)c2)cc1 | 80 | 82 | 92 | 87 | 67 | 54 | 78 | 94 | 71
O=C1/C(=C/c2ccc([N+](=O)[O-])cc2)Oc2ccc(O)c(O)c21 | 92 | 89 | 102 | 80 | 98 | 79 | 71 | 96 | 76
CC(C)OC(=O)Nc1ccccc1F | 103 | 100 | 110 | 99 | 100 | 97 | · | 98 | 105
N#C/C(=C\c1ccc(Br)cc1)c1cc2ccccc2[nH]1 | 97 | 102 | 104 | 94 | 96 | 85 | 107 | 93 | 95
CCOC(=O)C(C)(C#N)C1C=CCCC1 (configuration not stated) | 99 | 94 | 97 | 88 | 84 | 94 | 91 | 92 | 106
CC1(C)CC(=O)C2=C(C1)N(CCO)c1cc3c(cc1C2c1cccc(F)c1)OCO3 (configuration not stated) | 97 | 103 | 109 | 95 | 94 | 94 | 112 | 98 | 93
O=C1/C(=C/c2cc(O)ccc2O)Oc2cc(O)ccc21 | 104 | 105 | 110 | 104 | 105 | 102 | 114 | 107 | 102
CC1CNC(=S)N(c2ccc(F)cc2)C1=O (configuration not stated) | 103 | 108 | 111 | 100 | 97 | 94 | 106 | 107 | 100
CC1=C(C(=O)OCC(C)C)C(c2cccc(C#N)c2)C(C(=O)OCC(C)C)=C(C)N1 | 89 | 75 | 99 | 99 | 68 | 42 | 89 | 87 | 79
CCC1(C2C=COC=C2)NC(=O)NC1=O (configuration not stated) | 105 | 102 | 113 | 107 | 75 | 94 | 113 | 103 | ·
Cn1c(O)c(N=NC(N)=O)c2cc(Br)cc(Br)c21 | 73 | 97 | 100 | 95 | 51 | 39 | 49 | 92 | 65
CSCCC1NC(=O)C(C(C)=Nc2ccccc2)=C1O (configuration not stated) | 111 | 111 | · | 116 | 98 | 93 | 117 | 119 | 111
COc1ccc2nc3ccccc3c(NCc3ccc(Cl)cc3)c2c1 | 30 | 54 | 21 | 26 | 26 | 19 | 51 | -5.8* | 2.5*
CCCCn1c(=O)c(-c2cc(-c3ccc(Cl)cc3)nc(-c3ccc(Cl)cc3)c2)cc2cc(Cl)ccc21 | 101 | 98 | 112 | 96 | 103 | 98 | 117 | 103 | 105

Ordered by SMILES length (falling): 17 of the compounds above.
SMILES | OVCAR-8 | SF-268 | DU-145 | SNB-19 | SF-295 | PC-3 | OVCAR-3 | SF-539 | U251
C#CCOc1cc(N(CC)CC)ccc1C(C(=O)NC(C)(C)C)N(C(=O)C1CCc2cc(F)ccc2O1)c1ccc(F)cc1F (configuration not stated) | 44 | 51 | 50 | 40 | 33 | 15 | 33 | 56 | 27
CC1O[C@@H]2C[C@@](O)([C@H]1O)n1c3ccccc3c3c4c(c5c6ccccc6n2c5c31)C(=O)NC4=O (some centres not stated) | 63 | 50 | 58 | 35 | 19 | 41 | 55 | 33 | 25
CCCCn1c(=O)c(-c2cc(-c3ccc(Cl)cc3)nc(-c3ccc(Cl)cc3)c2)cc2cc(Cl)ccc21 | 101 | 98 | 112 | 96 | 103 | 98 | 117 | 103 | 105
C=CCC(=O)N[C@H](/C=C/C(=O)OCC)Cc1ccc(-c2cc(Cl)cc(Cl)c2)cc1 | 80 | 82 | 92 | 87 | 67 | 54 | 78 | 94 | 71
CC1=C(C(=O)OCC(C)C)C(c2cccc(C#N)c2)C(C(=O)OCC(C)C)=C(C)N1 | 89 | 75 | 99 | 99 | 68 | 42 | 89 | 87 | 79
CC1(C)CC(=O)C2=C(C1)N(CCO)c1cc3c(cc1C2c1cccc(F)c1)OCO3 (configuration not stated) | 97 | 103 | 109 | 95 | 94 | 94 | 112 | 98 | 93
COc1ccc2c(c1)c(-c1noc(-c3cn(C)c4ncc(Br)cc34)n1)cn2C | 101 | 94 | 97 | 111 | 99 | 91 | 107 | 101 | 105
O=C1/C(=C/c2ccc([N+](=O)[O-])cc2)Oc2ccc(O)c(O)c21 | 92 | 89 | 102 | 80 | 98 | 79 | 71 | 96 | 76
COCCOC(=O)NC(=O)Nc1ccc(/C(=N/O)c2ccc(Cl)cc2)cc1 | 4.1* | 43 | 4.9* | 31 | -8.8* | 26 | 0.8* | 1.6* | 18
N#C/C(=C\c1ccc(Br)cc1)c1cc2ccccc2[nH]1 | 97 | 102 | 104 | 94 | 96 | 85 | 107 | 93 | 95
Cn1c(O)c(N=NC(N)=O)c2cc(Br)cc(Br)c21 | 73 | 97 | 100 | 95 | 51 | 39 | 49 | 92 | 65
CSCCC1NC(=O)C(C(C)=Nc2ccccc2)=C1O (configuration not stated) | 111 | 111 | · | 116 | 98 | 93 | 117 | 119 | 111
COC(=O)c1cc(Cl)c(C(=O)OC)cc1Cl | 96 | 104 | 114 | 95 | 98 | 89 | 112 | 101 | 98
CC1CNC(=S)N(c2ccc(F)cc2)C1=O (configuration not stated) | 103 | 108 | 111 | 100 | 97 | 94 | 106 | 107 | 100
CCC1(C2C=COC=C2)NC(=O)NC1=O (configuration not stated) | 105 | 102 | 113 | 107 | 75 | 94 | 113 | 103 | ·
NC(=O)C(c1ccccc1)c1ccccc1 | 94 | 98 | 110 | 103 | 101 | 93 | 107 | 104 | 94
CC(C)OC(=O)Nc1ccccc1F | 103 | 100 | 110 | 99 | 100 | 97 | · | 98 | 105

Carrying on:
SMILES | OVCAR-8 | SF-268 | DU-145 | SNB-19 | SF-295 | PC-3 | OVCAR-3 | SF-539 | U251
CC(=O)CC(=O)Nc1ccccc1C | 105 | 98 | 116 | 99 | 105 | 94 | 106 | 103 | 104
CC(=O)Oc1c(C)c(OC(C)=O)c2c(c1C(C)=O)OC1CC(=O)C(C(C)=O)=C(O)C21C (configuration not stated) | 105 | 122 | 112 | 95 | 92 | · | 118 | 99 | 92
Cc1nc2sc(C(=O)Nc3ccc(Cl)cc3)c(N)c2cc1C(=O)c1ccccc1 | 98 | 100 | 101 | 92 | 98 | 99 | 100 | 100 | 92
CC(=O)Oc1ccccc1C(=O)Oc1ccc(C(=O)/C=C/c2ccc(F)cc2)cc1 | 115 | 115 | 114 | 106 | 106 | 104 | 119 | 101 | 117
O=C(O)c1ccc2c(C(=O)O)cccc2c1 | 102 | 98 | 120 | 101 | 115 | 100 | 123 | 95 | 101
CC(C)(C)c1cc(Br)cc(C(C)(C)C)c1O | 103 | 113 | 113 | 104 | 98 | 94 | 108 | 104 | 100
O=C(NN1C(=O)/C(=C\c2ccc(Br)cc2)SC1=S)c1ccncc1 | 102 | 97 | 111 | 99 | 102 | · | 107 | 97 | 101
Cc1cccc(N2CCN(CC(O)COc3ccccc3)CC2)c1 (configuration not stated) | 100&106 | 102&108 | 113&113 | 103&102 | 98&116 | 119&91 | 116&126 | 112&91 | 101&101
CC12OC1C(=O)c1ccccc1C2=O (configuration not stated) | 94 | 103 | 109 | 100 | 102 | 77 | 107 | 94 | 94
Cc1ccc(CSc2nc(Cl)c(C#N)c(-c3ccc(Cl)cc3)n2)cc1 | 102 | 97 | 110 | 96 | 104 | 100 | · | 100 | 106
CC1(CO)CSC(Nc2ccc(F)cc2)=N1 (configuration not stated) | 95 | 109 | 109 | 101 | 92 | 94 | 109 | 111 | 97
CCCCCCCC(=O)OCC/C=C/C1OC1C1OC(=O)/C=C\C=C\C(=O)N(C(C)=O)C(=O)/C=C(/C)CCC2OC2C1OC(=O)NC(C)=O (configuration not stated) | 85 | 93 | 84 | 179 | 91 | 85 | 61 | 26 | 70
CC[C@@H](C)C[C@H](C)C(=O)c1c(O)cc[nH]c1=O | 101 | 110 | 116 | 105 | 76 | 89 | 112 | 102 | 100
COC1C/C(=N\O)C2OC(c3ccccc3)OCC2O1 (configuration not stated) | 114 | 109 | 109 | 94 | · | 100 | 110 | 101 | ·
CC(=O)Nc1nc(-c2n[nH]c(=S)n2C)cs1 | 103 | 95 | 117 | 106 | 83 | 96 | 130 | 98 | ·
Nc1ccc(NS(=O)(=O)c2ccccc2)cc1 | 99 | 116 | 111 | 96 | 111 | 94 | 113 | 103 | 98
CCOC(=O)c1c(O)c2cc(-c3ccccc3)nc(OCC)c2c(=O)n1C | 104 | 94 | 107 | 91 | 96 | 14 | 103 | 95 | 97
Nc1nonc1-c1nc2ccccc2n1CC(=O)NCc1ccc(F)cc1 | 100 | 106 | 116 | 106 | · | 93 | 114 | 103 | 102
COc1cc(C(c2c[nH]c3ccccc23)N2CCCC2)ccc1OCc1ccccc1 (configuration not stated) | 80 | 75 | 96 | 88 | 94 | 55 | 75 | 4.3* | 86
O=C(NC1CC1)c1ncc(-c2ccc(C(F)(F)F)cc2)c(NC2CCCCCC2)n1 | 93 | 96 | 104 | 86 | 88 | 83 | 89 | 105 | 86
O=C(Oc1cccc(OC(=O)c2ccccc2)c1)c1ccccc1 | 110 | 95&92 | 105&111 | 99&111 | 99&103 | 9.1*! | 101&76 | 96&97 | 101&80
O=C(CCn1c[n+](CC(=O)c2ccc(-c3ccccc3)cc2)c2ccccc21)Nc1cccc2cccnc12 | 53 | 55 | 79 | 42 | 90 | 31 | 28 | 75 | 43
COc1cc(-c2c(-c3ccccc3)c[nH]c2C(=O)NCCCO)c(OC)c2c1OCO2 | 100 | 99 | 111 | 97 | 101 | 99 | 111 | 104 | 104
CCNCC[C@H](O)CNCCCCNC[C@@H](O)CCNCC | 79 | 90 | 88 | 94 | 90 | 83 | 84 | 93 | 97
Br[C@H]1CC2CCC1C2 (some centres not stated) | 105 | 111 | 115 | 103 | 102 | 100 | 117 | 96 | 96
CCOC(OCC)(OCC)OCC | 99 | 112 | 115 | 102 | 99 | 91 | 125 | 100 | 85
C=C1c2nc3ccccc3n2C=C(c2cccc(OC)c2)N1Cc1ccc(Cl)cc1 | 96 | 99 | 107 | · | 97 | 101 | 105 | 92 | 103
Cc1c[n+](Cc2ccc3ccccc3c2)cn1Cc1ccc2ccccc2c1 | 2.0* | 24 | 37 | 18 | 46 | 10 | -2.4* | 33 | 8.6*
C/C(=C(\c1ccc(O)cc1)c1ccc(OCCN2CCCCCC2)cc1)c1ccc(Cl)cc1 | -74* | -63* | -86* | -21* | -94* | -70* | -73* | -92* | -81*
CCCCC/C=C/C(=O)CCc1ccc(O)c(OC)c1 | 89 | 87 | 77 | 87 | 96 | 56 | 56 | 90 | 80
O=C(c1ccncc1)N1N=C(c2ccc(F)cc2)C[C@H]1c1cn(-c2ccccc2)nc1-c1ccccc1 | 63 | 81 | 86 | 93 | 100 | 79 | 96 | 40 | 71
COc1ccc(-c2nc(N/N=C/c3ccc[nH]3)nc(N3CCOCC3)c2C#N)cc1 | 97 | 90 | 93 | 94 | 102 | 78 | 85 | 72 | 81
Cc1[nH]nc2c1C(c1cc(=O)oc3c1ccc1ccccc13)CC(=O)O2 (configuration not stated) | 105 | 99 | 108 | 103 | 100 | 98 | 105 | 93 | 98
Nc1ccc(S(=O)(=O)Nc2ccc(Cl)nn2)cc1 | 109 | 106 | 115 | 101 | 95 | 105 | 109 | 106 | 102
Cc1ccc(C(=O)N/N=C/c2cccc([N+](=O)[O-])c2)cn1 | · | 110 | 100 | 98 | 107 | 95 | 118 | 99 | 107
CC(/C=C/c1ccc(Br)cc1)=N\OCC(=O)Nc1ccc(Cl)cc1 | 92 | 93 | 111 | 88 | 100 | 80 | 101 | 101 | 79
CCOC(=O)CCN(C(=S)Nc1ccccc1)C1CCCCC1 | 106 | 92 | 110 | 104 | 110 | 98 | 98 | 97 | 105

From PubChem
